Compound activity from PubChem.
CHO parental Ca: ATP-evoked calcium signal inhibitors, parental CHO, primary screen, counter-screen for OX1R antagonist project, cell-based, fluorescence, Fluo-8 calcium dye | parental CHO-K1, ATP-induced calcium, Fluo-8 fluorescence | inhibition, % at 5.6 µM | hit rate 0.63% among 330,000;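 active = inhibition above that plate's mean sample inhibition plus 3 SD, cut at about 26% in these data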;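 also: 0% = ATP-challenged DMSO wells and 100% = DMSO wells without ATP; some compounds past the cut are filed as inactive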
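Test system: untransfected parental CHO cell line; also added: ATP stimulus; dosing: 5.6 µM, single dose; signal: calcium-sensitive Fluo-8 fluorescence; measure: percent inhibition of ATP-evoked calcium rise, normalized to controls; benchmarks: low control ATP plus DMSO, high control DMSO only; replication: one well per compound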
CHRM1 PAM: human M1 muscarinic receptor positive allosteric modulators, primary screen, CHO-K1 cells, Fluo-8 calcium fluorescence, 1536-well; Muscarinic acetylcholine receptor M1 (Homo sapiens), P11229; CHO-K1 hM1, ACh EC20; 0% = ACh EC20, 100% = maximal ACh; activation, % at 3 µM; hit rate 0.088% among 360,000; AID 588819, 2011; in the data active = activation above about 19%, passing the limit was not always enough
M4 antag: human M4 muscarinic receptor antagonists, primary screen, CHO cells, Fluo-8 calcium fluorescence; inhibition, % at 3 µM; AID 624125, 2012; Muscarinic acetylcholine receptor M4 (Homo sapiens), P08173; CHO-hM4 cells, ACh EC80; hit rate 0.73% among 360,000;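 active = inhibition above its plate's cutoff, the mean inhibition of sample wells plus 3 SD, cut at about 27% in these data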;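 also: 0% = acetylcholine EC80 with DMSO and 100% = DMSO without agonist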
Target sequence (P08173 whole entry, looked up): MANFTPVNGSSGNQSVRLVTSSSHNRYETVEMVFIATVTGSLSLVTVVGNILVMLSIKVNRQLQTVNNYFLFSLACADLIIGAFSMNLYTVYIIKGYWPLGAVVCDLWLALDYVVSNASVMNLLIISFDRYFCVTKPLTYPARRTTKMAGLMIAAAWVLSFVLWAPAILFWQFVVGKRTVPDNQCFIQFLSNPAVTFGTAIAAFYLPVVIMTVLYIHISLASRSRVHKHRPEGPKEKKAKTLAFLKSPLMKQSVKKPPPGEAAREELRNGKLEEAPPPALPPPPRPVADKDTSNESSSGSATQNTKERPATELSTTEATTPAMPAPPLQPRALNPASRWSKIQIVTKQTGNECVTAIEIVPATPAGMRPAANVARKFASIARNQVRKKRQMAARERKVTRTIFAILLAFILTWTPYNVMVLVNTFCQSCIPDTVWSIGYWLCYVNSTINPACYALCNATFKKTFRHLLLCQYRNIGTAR
CHO-K1 Ca ag: counter-screen for M1 agonists: effect in parental CHO-K1 cells. AID 602248, 2012. Fluo-8 calcium fluorescence; scaled to maximal ATP response, vehicle zero. hit rate 0.48% among 360,000. activation, % at 3 µM; in the data active = activation above about 15%;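 also: untransfected CHO-K1 host cells lacking M1 receptor as counterscreen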
M1 ag: human M1 muscarinic receptor agonists, primary screen, Fluo-8 calcium fluorescence, CHO-K1 cells, HTS | Muscarinic acetylcholine receptor M1 (Homo sapiens), P11229 | activation, % at 3 µM | hit rate 0.33% among 360,000 | CHO-K1 hM1, agonist mode; 0% DMSO, 100% acetylcholine EC100;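 active = activation above the run's mean compound activation plus 3 SD, cut at about 16% in these data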;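 also: peak over basal fluorescence ratio within a 140 s kinetic read after compound addition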
CHRM1 antagonist: human M1 muscarinic receptor antagonists, primary screen, CHO-K1 cells, Fluo-8 calcium fluorescence, 1536-well; CHO-K1 hM1, ACh EC80 antagonist; inhibition, % at 3 µM; hit rate 1.3% among 360,000; Muscarinic acetylcholine receptor M1 (Homo sapiens), P11229;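 active = percent inhibition above its own plate's cutoff, namely the mean of that plate's compound wells plus 3 SD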;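 also: peak over basal fluorescence ratio during 140 s after agonist addition; 0% = ACh EC80 plus DMSO and 100% = DMSO alone without agonist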
CHO-K1 Ca antag: M1 antagonist counterscreen hit in parental CHO-K1 cells | inhibition, % at 3 µM | ATP-induced calcium, Fluo-8 fluorescence | AID 602250 | hit rate 0.6% among 360,000;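 active = inhibition above a per-plate cutoff, the plate's mean sample inhibition plus 3 SD, cut at about 24% in these data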;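 also: 0% = DMSO plus EC80 ATP and 100% = DMSO alone without ATP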
OXTR potentiator: human OXTR potentiators, primary screen, fluorescence, CHO-OTR cells, Fluo-8 calcium. Oxytocin receptor (Homo sapiens), P30559. Fluo-8 calcium fluorescence, potentiator mode; 0% = oxytocin EC15, 100% = EC100. activation, % at 3 µM. hit rate 0.061% among 320,000;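 active = activation above that plate's cutoff, the mean activation of tested compounds plus 3 SD, cut at about 6.6% in these data, passing the limit was not always enough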;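 also: 100% uses oxytocin at 75 nM as the full agonist control; some results filed as inactive read as strong as hits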
Target sequence (P30559 whole entry, looked up): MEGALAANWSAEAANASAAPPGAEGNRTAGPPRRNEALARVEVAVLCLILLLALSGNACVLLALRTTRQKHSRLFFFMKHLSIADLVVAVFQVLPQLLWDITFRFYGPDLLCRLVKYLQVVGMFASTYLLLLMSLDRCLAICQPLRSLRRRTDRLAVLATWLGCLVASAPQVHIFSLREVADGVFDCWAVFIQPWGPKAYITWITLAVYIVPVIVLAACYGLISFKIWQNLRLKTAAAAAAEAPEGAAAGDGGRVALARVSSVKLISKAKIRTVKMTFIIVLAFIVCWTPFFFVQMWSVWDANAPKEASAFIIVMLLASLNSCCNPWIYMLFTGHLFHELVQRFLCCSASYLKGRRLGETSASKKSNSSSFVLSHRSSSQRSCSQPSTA
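Measured by – Fluo-8 calcium dye fluorescence · Test system – human OTR in CHO cells · Dosing – one concentration, 3.0 µM compound · Controls – EC15 oxytocin alone as 0%, 75 nM oxytocin as 100% · Evaluation – normalized max/min fluorescence ratio, % activation · Timing – 6 min pre-incubation, 100 s read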
CHRM4 agonist: human M4 muscarinic receptor agonists, primary screen, CHO-K1 cells, Fluo-8 calcium fluorescence; Muscarinic acetylcholine receptor M4 (Homo sapiens), P08173; CHO-K1 hM4/Gqi5; vehicle 0%, full acetylcholine response 100%; activation, % at 3 µM; hit rate 0.14% among 360,000; AID 624127, 2012;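 active = activation above the run mean over all test wells plus 3 SD, cut at about 32% in these data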;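 also: peak over basal fluorescence ratio per well then scaled between controls; 0% = DMSO wells and 100% = acetylcholine at EC100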
Starred values were filed as active, the others as inactive; x = no result given. The list is partial, so the mix of outcomes need not match the whole.

SMILES	CHO parental Ca	CHRM1 PAM	M4 antag	CHO-K1 Ca ag	M1 ag	CHRM1 antagonist	CHO-K1 Ca antag	OXTR potentiator	CHRM4 agonist
O=C(COc1ccc2ccccc2c1)N1CCN(CC2CC3C=CC2C3)CC1 (configuration not stated)	9.9	-5.0	3.2	1.6	3.4	-9.9	0.0	-19.1	4.4
C[C@H](CO)N1C[C@H](C)[C@@H](CN(C)C(=O)Oc2cccc3ccccc23)OCc2cn(nn2)CCCC1=O	x	11.7	-6.2	0.3	-5.9	-11.4	-1.4	x	0.6
CC(C)(C)n1nnnc1C(c1cccc2ccccc12)N1CCC2(CC1)C(=O)NCN2c1ccccc1 (configuration not stated)	x	5.9	-8.9	-0.1	-0.4	-26.9	-10.7	x	0.4
CCn1c(O)c(C=Nc2ccc(N3CCOCC3)c(Br)c2)c(=O)n(CC)c1=S	-12.7	2.4	-2.4	0.2	-3.7	-5.0	5.9	-5.4	0.4
CC(=NCc1cccnc1)c1c(O)n(Cc2ccccc2)c(=O)[nH]c1=O	-13.8	7.5	-4.1	0.8	-3.9	-7.6	-6.7	0.3	1.1
NC(=O)Nc1ccc(C(=O)OCC(=O)Nc2ccc(Cl)cc2C(=O)c2ccccc2)cc1	-22.7	-2.3	1.8	-0.2	-2.4	5.3	6.3	-0.1	-0.4
CCN(CC(=O)Nc1ccc(C#N)c(Cl)c1)CC(=O)NC1CCS(=O)(=O)C1 (configuration not stated)	x	10.1	-5.3	0.4	4.4	10.8	25.3*	x	0.2
CN1CCC(O)(c2ccccc2)C(C(=O)c2ccccc2)C1 (configuration not stated)	-13.1	0.4	6.5	-0.3	-5.6	-2.4	5.9	-9.1	0.2
O=P1(Oc2ccccc2)C[C@@H](O)[C@@H](O)[C@H](COCc2ccccc2)O1 (some centres not stated)	-7.5	3.5	-0.9	-0.3	-0.1	4.6	-3.0	5.0	1.6
CSc1ccc(CN2CCN(c3ccccc3C)CC2)cc1	-4.8	-8.1	-10.7	0.2	-7.8	10.4	-6.0	-5.0	-2.2
CC1=CC2OC3CC4OC(=O)C=CC=CC(C(C)O)OCC(O)C(C)CC(=O)OCC2(CC1O)C4(C)C31CO1 (configuration not stated)	x	3.0	-8.0	0.1	-1.9	-4.6	-3.4	x	0.4
CC1=CC2/C=C(\C)CCC(O)C(O)/C=C/C(=O)C23C(=O)NC(CC(C)C)C3C1C (configuration not stated)	11.4	9.8	-1.5	1.0	-1.3	-18.3	-3.3	-6.8	4.1
O=C(CCN1CCOCC1)Nc1ccc(Br)cc1C(=O)c1ccccc1	-14.2	-5.0	0.4	-0.3	-2.7	11.6	-1.9	1.2	0.4
C[C@H]1CN([C@@H](C)CO)C(=O)CCCn2nncc2CO[C@H]1CN(C)C(=O)Oc1ccccc1	x	6.0	-5.4	0.3	-0.6	-8.9	-3.9	x	1.0
COC(=O)C1=CO[C@@H](C)[C@@H]2CN(CCc3c[nH]c4ccccc34)CC[C@H]12	-15.8	-13.8	25.5	-0.7	1.9	3.7	9.9	-4.1	1.1
O=c1c2ccccc2nc(CSc2ncnc3nc[nH]c23)n1-c1ccccc1Cl	-26.4	-1.6	2.1	0.6	-2.2	4.3	5.4	-1.6	2.5
COC(=O)C1=C(c2cc3ccccc3s2)C[C@@H]2CC[C@H]1N2C(=O)NC1CCCCC1	-23.9	10.1	-15.2	-0.7	2.7	2.8	-2.6	-4.5	0.2
C[C@H]1[C@H](OC(=O)CCC(=O)NCc2ccc(C(=O)O)cc2)O[C@@H]2O[C@@]3(C)CC[C@H]4[C@H](C)CC[C@@H]1C24OO3	-14.8	5.8	8.4	-0.2	-3.6	-5.1	-17.1	-1.1	0.0
N#Cc1cc(F)c(N2CCNCC2)cc1Cl	1.2	4.0	3.4	2.6	-6.3	7.7	6.0	-13.6	2.3
Nc1cnn(-c2ccccc2)c(=O)c1Cl	-1.5	9.3	-3.5	0.7	-0.7	-17.4	-6.1	-10.0	3.8
O=C1N(c2ccc(Cl)cc2)C(c2cccnc2)N2CCCN12 (configuration not stated)	5.1	3.9	-1.6	4.4	-0.3	9.8	-3.3	-4.6	8.4
COc1c2c(cc3c1OCO3)CCN(C)C2	-8.8	-14.1	12.0	1.6	0.3	14.2	-4.7	-4.6	6.7
OC(CN1CCC(c2c[nH]c3ccccc23)CC1)C(F)(F)F (configuration not stated)	2.2	10.2	-2.8	3.1	-5.3	-14.9	-9.5	-10.3	0.8
C[N+]1(C)C2CCC1CC(OC(=O)c1ccco1)C2 (configuration not stated)	-2.6	-4.2	7.6	1.3	-6.9	3.2	-17.1	2.0	0.1
COc1ccccc1-n1c(O)c(/C=N/NC(=S)Nc2ccccc2)c(=O)[nH]c1=S	-1.1	14.2	2.6	0.1	-3.3	-20.8	5.8	-6.2	0.1
COC(=O)C1=C(c2c(C)noc2C)C[C@@H]2CC[C@H]1N2C(=O)N1CCC(O)(c2ccc(Cl)cc2)CC1	-17.7	7.9	-7.3	0.8	-5.3	-7.2	-15.5	1.4	4.1
CCN1C[C@@]2(COC)C3[C@@H](OC)[C@H]4[C@@H]1[C@@]3(C1C[C@H]3[C@H](O)C1[C@]4(O)C[C@H]3OC)[C@@H](OC)C[C@H]2O (some centres not stated)	1.5	1.1	-5.3	1.5	-5.2	6.8	0.4	5.3	0.1
Cc1cc(=O)oc2c(C)c(OCC(=O)N3CCN(Cc4ccc5c(c4)OCO5)CC3)ccc12	-24.6	-0.6	-6.0	0.4	-4.7	-1.0	-15.3	-1.2	1.6
COc1cc(CN2CCN(c3cc(C)ccc3C)CC2)ccc1O	-7.9	5.2	-4.9	1.6	-5.0	-11.8	-36.0	-7.7	2.9
C=CCn1c(O)c(C(C)=Nc2ccc(C(=O)O)cc2)c(=O)[nH]c1=O	-6.1	9.2	2.5	0.2	-3.0	-28.6	-5.3	-4.7	-0.2
O=P1(Oc2ccccc2)CC=C[C@H](COCc2ccccc2)O1 (some centres not stated)	-18.8	7.3	-0.2	0.3	-5.2	-16.6	-9.8	8.9	0.8
O=C(O)c1ccccc1-c1ccc(C=C2C(=O)N(c3ccccc3)C(=S)N(c3ccccc3)C2=O)o1	-9.1	7.0	-5.3	1.3	-0.2	-4.8	-5.7	0.8	0.8
c1ccc2c(c1)OCC(C1=NCCN1)O2 (configuration not stated)	-11.5	7.0	4.7	0.7	-5.2	-36.7	-1.3	-7.2	0.4
CC(=O)c1ccc2c(c1)C1C(Cl)C(Sc3ccccc3[N+](=O)[O-])CC1C(C(=O)O)N2 (configuration not stated)	-3.9	2.9	-2.7	1.7	0.0	-7.0	1.5	0.9	4.7
Cc1ccc(Cn2nnnc2CN2CCC(n3nnc4cc(C)ccc43)CC2)cc1	-14.0	-0.8	-12.7	3.4	-3.2	5.2	-10.9	-13.2	10.3
C=CCn1c(O)c(C(C)=NCCN2CCCCC2)c(=O)[nH]c1=O	-3.3	6.8	-7.1	0.4	-5.0	-10.1	-8.7	-4.8	1.0
O=C1CN=C(c2ccccc2Cl)c2cc(Br)ccc2N1	-3.4	4.0	-15.3	0.8	-0.7	-10.2	-12.8	-3.1	1.2
COc1ccc(-c2nn(CCC#N)cc2C(=O)Nc2ccc(C(C)=O)cc2)cc1[N+](=O)[O-]	-16.4	9.9	-6.8	0.3	-2.2	-12.0	-1.8	-2.2	2.2
N=c1ccccn1Cc1ccccc1	-8.4	7.5	-10.9	15.6*	5.5	-7.3	-11.0	-12.4	2.1
CCC(=O)CC(c1ccc([N+](=O)[O-])cc1)c1c(O)c2ccccc2oc1=O (configuration not stated)	5.6	7.5	-6.5	2.6	3.5	-9.4	-2.4	-9.1	3.3

Grouped by structure: those above with a cyano group (3)
SMILES	CHO parental Ca	CHRM1 PAM	M4 antag	CHO-K1 Ca ag	M1 ag	CHRM1 antagonist	CHO-K1 Ca antag	OXTR potentiator	CHRM4 agonist
CCN(CC(=O)Nc1ccc(C#N)c(Cl)c1)CC(=O)NC1CCS(=O)(=O)C1 (configuration not stated)	x	10.1	-5.3	0.4	4.4	10.8	25.3*	x	0.2
N#Cc1cc(F)c(N2CCNCC2)cc1Cl	1.2	4.0	3.4	2.6	-6.3	7.7	6.0	-13.6	2.3
COc1ccc(-c2nn(CCC#N)cc2C(=O)Nc2ccc(C(C)=O)cc2)cc1[N+](=O)[O-]	-16.4	9.9	-6.8	0.3	-2.2	-12.0	-1.8	-2.2	2.2

Going on with the list.
SMILES	CHO parental Ca	CHRM1 PAM	M4 antag	CHO-K1 Ca ag	M1 ag	CHRM1 antagonist	CHO-K1 Ca antag	OXTR potentiator	CHRM4 agonist
CC1=C(C(=O)OC(C)C)[C@]2(C(=O)N(CC(N)=O)c3ccccc32)C(C#N)=C(N)O1	-9.8	-1.2	1.3	0.1	-4.2	4.6	-5.3	0.9	-0.4
Cc1cccc(CN(C)C)c1OC(=O)N(C)C	3.3	9.7	-5.5	0.4	-5.9	-9.0	-4.0	-2.1	0.3
N#CC(CCN1CCOCC1)(c1ccccc1)c1ccccc1	-8.3	-20.3	13.6	0.6	-5.8	41.5*	-10.9	-6.7	0.7
CCn1c(O)c(/C(C)=N/N2CCCCC2c2cccnc2)c(=O)[nH]c1=S (configuration not stated)	-9.6	1.0	-2.0	-0.3	-6.6	3.8	-3.0	4.9	-0.2
CCOC(=O)C1CCCN(c2ccc([N+](=O)[O-])c3nonc23)C1 (configuration not stated)	x	-27.4	52.6*	156.6*	297.9*	70.1*	51.5*	x	314.2*
COc1ccc(C2=NCC(=S)Nc3ccc(Cl)cc32)cc1Cl	-15.3	9.3	-3.8	0.0	-5.2	-6.6	-11.8	-2.6	-0.4
C=C(C)CC1(CC)C(=O)NC(=S)NC1=O	x	5.7	-1.4	0.3	-5.0	-11.6	-9.3	x	-0.1
CC(=O)C1C2c3ccccc3OC1(C)N=c1s/c(=C/c3cn(C)nc3C)c(=O)n12 (configuration not stated)	-10.7	6.0	-3.0	1.0	-2.1	-8.3	-7.2	-5.5	1.3
CC(C)OS(C)(=O)=O	-6.5	6.2	-1.8	0.7	-1.0	-9.2	-14.7	2.4	0.5
CN=C(SCC(=O)c1cccc(Cl)c1)c1c(O)n(C)c(=O)n(C)c1=O	-16.4	3.6	-3.3	6.1	-0.4	-9.2	-17.9	-10.3	5.7
COc1cccc(-n2c(O)c(C=NCCN3CCOCC3)c(=O)[nH]c2=O)c1	-9.8	1.4	-8.4	-0.1	-3.4	0.1	-10.9	-8.4	0.1
CCCCC1(CCCC)C(=O)NC(=Nc2cccc(C)c2)NC1=O	-1.6	-2.1	-10.8	7.4	2.2	4.8	-6.5	-19.9	8.3
